GPR151 activ: activators of human GPR151. Q8TDV0. activation, % at 11.2 µM. 650,000 compounds, 1% hits. PathHunter beta-arrestin GPR151 cells, luminescence. AID 1508602; in the data active = activation above about 4.9%;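 note: 0% = median of compound wells and 100% = cells with positive control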
MITF inh: inhibitors of human MITF; AlphaScreen MITF homodimerization, bead proximity signal; inhibition, % at 2.6 µM; 650,000 compounds, 0.91% hits; in the data active = inhibition above about 50%;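 note: 0% = vehicle wells with protein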
TEAD-YAP block: TEAD-YAP interaction inhibition | AID 1259422 | 640,000 compounds, 1.4% hits | inhibition, % at 9.12 µM | HEK-TIYL cells, TEAD-Gal4/YAP UAS-luciferase luminescence; in the data active = inhibition above about 32%;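 note: 0% = median of test compound wells and 100% = reference inhibitor wells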
FBW7 act: activators of human E3 ligase FBW7; Q969H0; AlphaScreen FBW7–phospho-cyclin E peptide binding, activator screen; normalized activity (activation), % at 26.1 µM; 650,000 compounds, 0.13% hits; in the data active = normalized activity above about 1.9%;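 note: purified mutant Fbw7 with reduced substrate affinity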
Target sequence (Q969H0 whole entry, looked up): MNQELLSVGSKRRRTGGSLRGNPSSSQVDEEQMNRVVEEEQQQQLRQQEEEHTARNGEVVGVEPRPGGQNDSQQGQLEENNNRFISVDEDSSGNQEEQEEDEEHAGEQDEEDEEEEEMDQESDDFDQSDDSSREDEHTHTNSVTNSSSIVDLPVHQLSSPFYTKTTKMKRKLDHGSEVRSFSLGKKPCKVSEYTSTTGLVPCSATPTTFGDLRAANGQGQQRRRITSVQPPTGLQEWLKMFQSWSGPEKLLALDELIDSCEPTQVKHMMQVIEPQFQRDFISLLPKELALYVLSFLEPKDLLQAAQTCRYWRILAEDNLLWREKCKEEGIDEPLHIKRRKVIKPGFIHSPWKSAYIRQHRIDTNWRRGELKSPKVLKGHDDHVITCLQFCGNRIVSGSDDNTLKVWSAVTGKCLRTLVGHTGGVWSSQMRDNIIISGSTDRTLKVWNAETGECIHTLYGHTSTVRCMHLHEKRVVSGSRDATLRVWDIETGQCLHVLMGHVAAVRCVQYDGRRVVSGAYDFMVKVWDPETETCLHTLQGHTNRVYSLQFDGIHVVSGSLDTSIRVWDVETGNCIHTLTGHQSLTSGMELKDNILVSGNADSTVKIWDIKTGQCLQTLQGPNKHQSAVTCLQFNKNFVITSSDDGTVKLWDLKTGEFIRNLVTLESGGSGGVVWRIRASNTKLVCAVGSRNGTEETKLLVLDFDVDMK
Active calls of the source: *.

smiles	GPR151 activ	MITF inh	TEAD-YAP block	FBW7 act
O=C(Nc1nonc1-c1nc2ccccc2n1Cc1c(F)cccc1Cl)c1ccccc1Cl	1.4	-8	65*	-0.1
O=C(COC(=O)c1ccc(Br)c(S(=O)(=O)N2CCOCC2)c1)c1ccccc1	1.1	8	6	0.0
c1ccc2c(c1)CCN(CCCNc1nc3ccccc3n3cnnc13)C2	0.1	7	11	0.3
CC1=C(C#N)C(c2ccc([N+](=O)[O-])cc2)C2=C(CC(c3ccc(Cl)cc3)CC2=O)N1 (stereo not drawn)	-1.9	-2	14	-0.4
O=C(NCCc1ccc(O)cc1)c1csc(Nc2ccc3ncccc3c2)n1	2.6	3	-2	-0.1
COCCN(Cc1cc2cc(C)c(C)cc2nc1Cl)C(C)=O	-0.4	8	-3	0.0
Cc1c(C(=O)N2CCCCC2)sc2nc(-c3ccc(F)cc3)cn12	-3.6	4	-77	-0.1
COc1ccc(CC(=O)Nc2cc(Nc3ccccc3-c3ncn[nH]3)ccn2)cc1	-1.0	7	13	0.6
COc1ccc2cc3c(N)nn(C(=O)c4ccncc4)c3nc2c1	1.2	-21	22	-0.2
COc1cccc(Cn2c(=O)n3nc(CCn4nc(C)cc4C)nc3c3ccccc32)c1	-0.5	-14	-1	0.0
CCN1/C(=C/c2ccc3cc(OC)ccc3[n+]2CC)Sc2ccc(C3CCCCC3)cc21	9.3*	24	88*	-0.6
COc1ccccc1NC(=O)CCC(=O)O	0.3	-21	1	0.1
CC(C)C(=O)NC(C)c1nnc2n1CCN(Cc1ccc(C#CC(C)(C)O)cc1)CC2 (stereo not drawn)	0.6	4	-2	0.1
O=C(Nc1ccc(N2CCOCC2)cc1)c1ccc(-n2ncc3ccc(-c4ncn[nH]4)cc32)cc1	1.6	1	15	-0.1
O=C(CCCC1=NS(=O)(=O)c2ccccc2N1)N1CCN(c2cccc(Cl)c2)CC1	0.7	-9	2	-0.1

The list goes on:
smiles	GPR151 activ	MITF inh	TEAD-YAP block	FBW7 act
COCCNC(=O)C(c1cccnc1)N(C(=O)Cn1nnc2ccccc21)c1ccccc1 (stereo not drawn)	-1.3	-5	-1	0.1
CCc1ccc(NC(=O)CC2Sc3ccccc3NC2=O)cc1 (stereo not drawn)	0.6	-5	0	-0.1
O=C(NCc1ccncc1)c1cccc([N+](=O)[O-])c1	-0.7	-5	18	0.0
NC(=O)CSc1nnc(Cc2ccc3c(c2)OCO3)o1	-1.0	-3	-14	0.0
COC(=O)COc1ccc(/C=C(/C#N)C(=O)Nc2cccc(Br)c2)cc1OC	-0.1	3	1	0.2
NNC(=O)Cn1cnc([N+](=O)[O-])n1	1.7	2	3	0.7
CC1=CC(C)(C)Nc2ccc(OCC(=O)N3c4ccccc4CCc4ccccc43)cc21	0.0	0	-2	-0.2
Cc1ccc2nc3sc(C(=O)NCC4CCCO4)c(N)c3cc2c1 (stereo not drawn)	0.3	-16	-55	-0.1
O=C1c2ccncc2C(=O)N1c1cccc(F)c1	-0.1	-10	-6	0.0
COc1ccc2nc(SCc3ccc(F)cc3)[nH]c2c1	-0.7	8	-61	0.1
O=C1CCc2ccc(OCc3ccccc3Cl)cc21	-2.3	-10	-55	0.2
COc1ccc(CNc2ccnc3c(-c4ccc(C(=O)NC5CC5)cc4)cnn23)cc1	-0.9	-4	14	0.3
CC(=O)Oc1ccc2c(C)c(Cl)c(=O)oc2c1C	0.9	-9	2	0.1
CN(C)c1ccc(NC(=O)CC(NCc2ccco2)C(=O)O)cc1 (stereo not drawn)	0.3	-2	5	-0.9
O=C(Nc1cc(Cl)cc(Cl)c1)c1cc(S(=O)(=O)N2CCCCCC2)ccc1F	1.0	27	3	0.0

Next compounds follow:
smiles	GPR151 activ	MITF inh	TEAD-YAP block	FBW7 act
CN(C)c1nnc(-c2ccccc2N)o1	-0.6	17	-13	0.1
Cc1ccc(NC(=O)c2ccc(C(=O)Nc3ccc(C)cc3C)nc2)c(C)c1	2.2	4	-1	0.0
CCOc1ccc(-n2c(CNC(=O)c3ccc(S(=O)(=O)N(C)C)cc3)nnc2SCC(=O)Nc2ccc(OC)cc2)cc1	-1.7	-1	-5	0.2
CCOc1ccc2c(c1)-c1c(ssc1=S)C(C)(C)N2C(=O)CC	1.3	34	31	-0.8
O=C(Cn1[nH]c(=O)c2ccccc2c1=O)Nc1ccc(-c2nnc3n2CCCCC3)cc1	1.9	0	3	0.0
CC(=O)c1ccc2c(c1)C1C=CCC1C(c1ccccc1Cl)N2 (stereo not drawn)	1.3	5	-31	-0.1
CCOC(=O)Cn1c(=N)n(CCN2CCCCC2)c2ccccc21	-1.0	13	-3	0.0
NNC(=O)CN1C(=O)c2ccccc2S1(=O)=O	-1.4	-13	-23	-0.1
COc1ccc(CCNC(=O)CN(c2ccc(Br)cc2)S(C)(=O)=O)cc1	0.1	-6	-2	0.0
O=C(Cc1c[nH]c2ccccc12)N1CCN(c2cccc(Cl)c2)CC1	0.5	-7	2	-0.1
CCOC(=O)c1ccccc1NC(=O)C(C)C	1.6	13	-10	0.2
CN(C)CCOc1cc(-c2cn[nH]c2)ccc1NC(=O)C1COc2ccc(C(=O)NC3CC3)cc2C1 (stereo not drawn)	1.5	1	-5	-0.2
O=C(O)c1cccnc1Nc1ccc2c(c1)OCCO2	-3.4	0	-26	-0.1
CCOC(=O)N/N=C/c1cc2c(cc1[N+](=O)[O-])OCO2	0.5	5	0	-0.1
O=C(NC1CCCC1)C1(c2cccs2)CCCC1	0.2	-4	-3	-0.1

Later entries:
smiles	GPR151 activ	MITF inh	TEAD-YAP block	FBW7 act
CCCc1cc2c(=O)c(-c3ccc4c(c3)OCO4)coc2cc1OC(C)=O	-1.4	1	-35	0.7
CC(C)N1CCc2c(sc(NC(=O)c3ccc(S(=O)(=O)N(C)C)cc3)c2C(N)=O)C1	-0.7	15	-19	0.2
CN1CCC2(CC1)OCc1cc(-c3ccoc3)ccc1O2	0.9	-9	-2	0.1
N#Cc1ccccc1NC(=O)CSc1ccc(Br)cc1	0.7	17	-8	0.1
CC(=O)c1cc(-c2ccccc2)n(CC(=O)N2CCc3ccccc32)c1C	-0.1	-4	-14	-0.1
O=C1CN(C(=O)COC(=O)c2ccccc2Br)c2ccccc2N1	-1.7	-15	1	0.0
O=C(/C=C/c1ccccc1)Nn1c(C2CCCCC2)nc2ccccc2c1=O	0.5	-75	3	0.6
CCc1ccccc1NC(=O)CN(C)S(=O)(=O)c1ccc2c(c1)n(C)c(=O)c(=O)n2C	2.7	2	4	-0.1
O=C(N/N=C/c1ccc(O)cc1O)C1COc2ccccc2O1 (stereo not drawn)	-0.2	-42	20	-0.4
O=C(Nc1ccc(C(F)(F)F)cc1)N1CCC(CO)(CC2CCCCO2)CC1 (stereo not drawn)	-0.6	10	1	-0.1
O=c1c(/C=N/N2CCOCC2)c(-c2ccccc2)[nH]n1-c1nc2ccccc2s1	-0.9	4	-4	0.0
Cc1ncc(CN2CCN(Cc3ccsc3)C(CCO)C2)s1 (stereo not drawn)	-0.2	-1	-1	-0.1
CCc1ccc(OCC(=O)Nc2ccccc2C(N)=O)c(Br)c1	1.0	3	-64	0.0
CCOC(=O)c1c(C)oc2cc(Br)c(O)cc12	0.2	-9	-41	0.0
COc1ccccc1NC(=O)c1c(C)nc2sc(C(N)=O)c(N)c2c1-c1ccc(C)s1	-0.8	-6	-14	-0.7

Other compounds
smiles	GPR151 activ	MITF inh	TEAD-YAP block	FBW7 act
O=C(NCCC1=CCCCC1)C(=O)Nc1cccc(Br)c1	-1.2	7	-13	0.0
CCn1nc(C)c(NC(=O)c2cnn3c(C(F)F)cc(-c4ccc(OC)cc4)nc23)c1C	-0.3	3	-15	-0.2
CCN(CC(=O)N1CCN(C)CC1)S(=O)(=O)c1ccc(Cl)cc1	-0.1	4	-11	1.2
COc1cc(OC)nc(Oc2ccccc2/C=N/NC(=O)c2ccco2)n1	-0.5	-18	-31	-0.1
N#CCOc1ccc(C2Nc3ccc(C(=O)O)cc3C3C4CCC(C4)C23)cc1 (stereo not drawn)	3.4	9	12	0.0
CC(C)(C)N1C(=O)NC2C1NC(=O)N2C(C)(C)C (stereo not drawn)	-0.4	11	2	0.0
CC(=O)NNC(=S)NC(=O)C(c1ccccc1)c1ccccc1	0.3	16	-6	-1.2
Cc1ccccc1-c1nc(-c2ccc(Br)cc2)no1	0.8	0	-8	-0.3
COc1ccc(C2C3=C(CC(C)(C)CC3=O)Nc3[nH]c(=S)[nH]c(=O)c32)cc1OC (stereo not drawn)	1.5	9	10	0.0
COc1ccc(-c2csc(/C(C#N)=C/Nc3ccc([N+](=O)[O-])cc3)n2)cc1OC	1.7	-1	2	0.6
O=C(Cc1ccccc1)Nc1cccc2cccnc12	1.2	-14	7	-0.1
Cc1cc(NC(=O)c2ccccc2NS(=O)(=O)c2ccc(F)cc2)no1	1.8	18	10	0.1
O=c1c(O)c(-c2ccccc2)oc2cccc(O)c12	0.3	10	3	-0.1
Cc1ccc(OCC(=O)Nc2sc3c(c2C(=O)NCC2CCCO2)CCCC3)cc1 (stereo not drawn)	-0.6	6	8	-0.1
O=C(NCCCn1ccnc1)c1cc(Br)ccc1Cl	-1.2	10	-2	0.0

(list continues)
smiles	GPR151 activ	MITF inh	TEAD-YAP block	FBW7 act
CCC(=O)NC(c1ccccc1Cl)c1ccc2cccnc2c1O (stereo not drawn)	-0.4	31	89*	-1.6
O=C(C1CC1)N1CCc2cc(-c3csc(Nc4ccccc4)n3)ccc21	-0.8	3	-27	-0.1
CC(C)(C)Nc1nc(-c2cccc([N+](=O)[O-])c2)nc2ccccc12	0.9	8	2	0.3
CCn1cc(C(=O)Nc2ccc(Oc3ccccc3)cc2)c(=O)c2ccc(C)nc21	0.7	13	9	0.1
Cc1nonc1C(=O)N/N=C/c1cc(Cl)cc(Cl)c1O	0.4	32	1	-0.9
O=c1c2sc(=S)n(CCc3ccccc3)c2[nH]c(=S)n1-c1ccccc1	-0.9	-7	-1	0.2
O=c1[nH]c(Cn2nnc(-c3ccccc3)n2)nc2sc3c(c12)CCCC3	-0.4	-22	-12	0.0
O=C(O)c1cccc(NS(=O)(=O)c2cccc(S(=O)(=O)c3ccc(Cl)cc3)c2)c1	0.0	-3	3	-0.1
COc1cccc2c1OC1(CCN(C(=O)Nc3cccc(F)c3)CC1)OC2	-0.3	2	-18	0.0
COc1ccc2c(c1)NC(C)(C)C=C2C	-2.6	1	-2	0.0
COc1cc(NC(=O)c2ccccc2)c(OC)cc1NC(=O)Cc1ccc(C)cc1	-0.6	0	3	-0.1
Cc1cccc(N2C(=O)C(=O)/C(=C(\O)c3ccc([N+](=O)[O-])cc3)C2c2ccc(Br)cc2)c1 (stereo not drawn)	-1.1	-2	-12	0.1
CCCN=C(N)/C(C(=O)OCC)=C(\O)c1ccc(OC)cc1	0.5	3	-5	0.6
O=S(=O)(Nc1ccc2c(c1)CCCN2S(=O)(=O)c1ccc(F)cc1)C1CCCCC1	1.1	1	1	0.0
N#C/C(=C/c1cccs1)C(=O)Nc1ccc(NC(=O)/C(C#N)=C\c2cccs2)cc1	-0.1	-14	-6	-0.1

(more compounds)
smiles	GPR151 activ	MITF inh	TEAD-YAP block	FBW7 act
OCCC1CN(Cc2cnn(-c3ccccc3F)c2)CCN1Cc1cccs1 (stereo not drawn)	2.2	1	6	-0.2
Cc1cc(N2CCCC2)nc(N2CCN(S(=O)(=O)c3ccccc3F)CC2)n1	0.0	3	-4	0.0
CN1C(=O)CCC12CCN(Cc1ccc3c(c1)Cc1ccccc1-3)CC2	-0.8	8	7	0.1
CCN1CCN(c2cc(Nc3cc(OC)c(OC)c(OC)c3)c3c4c(onc24)-c2ccccc2C3=O)CC1	-0.8	43	6	-1.4
c1ccc(Oc2ccc(Nc3ccnc(Nc4ccncc4)n3)cc2)cc1	0.0	-6	-2	0.0
COc1ccccc1Nc1nc2ccccc2n2c(C)nnc12	0.0	-5	-10	0.1
CCOC(=O)c1sc(=NC(=O)c2ccc(S(=O)(=O)N3CCCCC3)cc2)n(C)c1C	3.1	0	-11	-0.4
CC1=C(C(=O)NCCCN2CCOCC2)C2(CCCCCC2)OC1=O	-0.7	-22	-2	0.2
CC(=O)N1CCN(Cc2ccc3c(c2)CN(C(=O)C2(c4ccccc4)CC2)CCO3)CC1	-1.2	5	-5	-0.1
CCCCCC(C)NCC(O)COCc1ccc(OC)c(OC)c1 (stereo not drawn)	-0.1	26	1	0.2
COc1ccccc1/C=C/C(=O)Nc1cc2c(ccc3ccccc32)oc1=O	0.0	12	0	0.2
CCOc1ccccc1NC(=O)C1(C)CC2c3ccccc3C1c1ccccc12 (stereo not drawn)	0.0	15	-2	0.1

In the list so far, 6 contain a cyano group.
smiles	GPR151 activ	MITF inh	TEAD-YAP block	FBW7 act
CC1=C(C#N)C(c2ccc([N+](=O)[O-])cc2)C2=C(CC(c3ccc(Cl)cc3)CC2=O)N1 (stereo not drawn)	-1.9	-2	14	-0.4
COC(=O)COc1ccc(/C=C(/C#N)C(=O)Nc2cccc(Br)c2)cc1OC	-0.1	3	1	0.2
N#Cc1ccccc1NC(=O)CSc1ccc(Br)cc1	0.7	17	-8	0.1
N#CCOc1ccc(C2Nc3ccc(C(=O)O)cc3C3C4CCC(C4)C23)cc1 (stereo not drawn)	3.4	9	12	0.0
COc1ccc(-c2csc(/C(C#N)=C/Nc3ccc([N+](=O)[O-])cc3)n2)cc1OC	1.7	-1	2	0.6
N#C/C(=C/c1cccs1)C(=O)Nc1ccc(NC(=O)/C(C#N)=C\c2cccs2)cc1	-0.1	-14	-6	-0.1
